TrxR1 inh: qHTS Assay for Inhibitors of Mammalian Selenoprotein Thioredoxin Reductase 1 (TrxR1): qHTS. AID 588453, 2011. recombinant rTrxR1, NADPH fluorescence consumption, selenite substrate. Potency, µM (doses to about 114 µM), inactives show at the highest dose activity change, negative = inhibition, most hits filed as inhibitors. 390,000 compounds, 1% hits; note: % is set by controls: 0 for no effect and ±100 for the full control effect; nearly all actives have a fitted effect of over 65% in size
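Rat TrxR1 (90 nM in the dispensed reagent) was pre-reduced with 400 uM NADPH for 5 min at room temperature, then incubated with compound for 15 min. After 400 uM selenite was added, NADPH fluorescence (Ex 340/Em 450 nm) was followed for 8 min.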
12-LOX inh: Primary qHTS assay for inhibitors of human arachidonate 12S-lipoxygenase (ALOX12): Round 2; AID 1671190, 2021; Potency, µM (top dose mostly 108 µM), for inactives: at the top dose activity change, negative = inhibition, hits mostly inhibitors; 580,000 compounds, 1.1% hits; purified 12hLO, xylenol orange hydroperoxide absorbance; note: % is set by controls: 0 for no effect and ±100 for the full control effect
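Hydroperoxide product was detected by ferrous iron/xylenol orange as the 573 to 405 nm absorbance ratio. Arachidonic acid at 40 uM (final) was turned over for 30 min at room temperature by 150 nM human 12hLO, pH 7.0 Hepes buffer, after 15 min compound preincubation.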
TrxR1 substrate: qHTS Assay for Substrates of Mammalian Selenoprotein Thioredoxin Reductase 1 (TrxR1): qHTS | Thioredoxin reductase 1, cytoplasmic (Rattus norvegicus), O89049 | purified TrxR1 substrate turnover, NADPH consumption readout | Potency, µM (series often up to 114 µM), for the others: at the highest dose activity change, negative = substrate turnover | 390,000 compounds, 0.01% hits | AID 588456, 2011; note: % is set by controls: 0 for no effect and ±100 for the full control effect; nearly all actives have a fitted effect of over 50% in size
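Rat TrxR1, dispensed at 90 nM, was prereduced with 400 uM NADPH (final) for 5 min at ~22 deg C, then incubated with compound 15 min before 400 uM selenite. A first-read NADPH fluorescence drop versus no-compound background flagged substrates.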
Vif-APOBEC3G blk: qHTS for Inhibitors of Vif-A3G Interactions: qHTS | Potency, µM (titrated, usually from 46.1 µM), inactives show top-dose activity, negative = active, usual class: inhibitors | AID 602310, 2012 | 410,000 compounds, 0.076% hits | HeLa A3G-eYFP + Vif (tagged APOBEC3G with the HIV-1 protein that degrades it), YFP fluorescence, overnight;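 note: % is set by controls: 0 for no effect and ±100 for the full control effect; nearly all actives have a fitted effect of over 60% in size; hits raise eYFP signal because A3G escapes Vif-driven loss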
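Read-out is eYFP fluorescence (Ex 488/Em 500-530) from Vif-expressing HeLa A3G-eYFP cells; more signal means A3G escaped Vif-mediated degradation. Cells plated overnight, compound pinned in, incubated overnight at 37 deg C.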
Vif-APOBEC3F blk: qHTS for Inhibitors of Vif-A3F Interactions: qHTS; HeLa A3F-eYFP + Vif (tagged APOBEC3F with the HIV-1 protein that degrades it), YFP fluorescence increase; Potency, µM (titrated, usually from 46.1 µM), inactives show at the top dose activity, negative = active; 390,000 compounds, 0.2% hits; AID 602313, 2012; note: % of control where 0% means no effect; nearly all actives have a fitted effect of over 65% in size
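Fluorescence increase (Ex 488/Em 500-530) after overnight compound treatment at 37 deg C flags inhibition of Vif-driven A3F-eYFP loss in stable HeLa A3F-eYFP/Vif cells seeded overnight beforehand.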
RXFP1 ag: qHTS Assay for Agonists of the Relaxin Receptor RXFP1 | HEK293T-RXFP1 cAMP TR-FRET, 30 min; response scale: percent of porcine relaxin response, buffer zero | Potency, µM (series often up to 57.5 µM), inactives show at the highest dose activation, hits mostly activators | 370,000 compounds, 0.3% hits; note: % is set by controls: 0 for no effect and ±100 for the full control effect; nearly all actives have a fitted effect of over 60% in size; many of its hits are not listed in these tables
Target sequence (Q9HBX9 whole entry, looked up): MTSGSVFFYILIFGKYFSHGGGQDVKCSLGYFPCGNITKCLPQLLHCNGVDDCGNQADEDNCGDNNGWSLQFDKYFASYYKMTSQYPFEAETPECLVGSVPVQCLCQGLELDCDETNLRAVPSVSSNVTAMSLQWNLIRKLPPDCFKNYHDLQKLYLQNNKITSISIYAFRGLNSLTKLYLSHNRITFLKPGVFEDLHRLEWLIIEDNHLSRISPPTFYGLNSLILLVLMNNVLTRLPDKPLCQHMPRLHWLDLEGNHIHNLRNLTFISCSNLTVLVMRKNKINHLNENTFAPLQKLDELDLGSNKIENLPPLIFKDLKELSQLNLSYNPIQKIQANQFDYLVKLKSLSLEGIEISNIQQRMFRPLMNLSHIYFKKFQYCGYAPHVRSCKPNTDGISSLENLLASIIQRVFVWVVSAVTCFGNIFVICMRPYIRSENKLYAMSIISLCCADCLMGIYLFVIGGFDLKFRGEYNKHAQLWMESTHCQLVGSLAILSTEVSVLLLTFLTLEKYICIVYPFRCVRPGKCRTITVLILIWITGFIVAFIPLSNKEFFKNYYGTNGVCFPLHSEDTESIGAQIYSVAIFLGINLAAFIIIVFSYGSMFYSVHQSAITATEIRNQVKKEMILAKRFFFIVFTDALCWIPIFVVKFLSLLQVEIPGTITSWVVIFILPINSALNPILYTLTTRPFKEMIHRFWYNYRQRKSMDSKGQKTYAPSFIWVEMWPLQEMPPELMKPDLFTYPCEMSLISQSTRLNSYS
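Agonist response is measured as cAMP accumulation in an RXFP1-transfected HEK293T line under PDE4 inhibition. Values are scaled between buffer-only and 29 nM porcine relaxin, and EC50s come from standard Hill equation fits.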
USP1 inh: Inhibitors of USP1/UAF1: Primary Screen | recombinant USP1/UAF1, Ub-Rhodamine cleavage fluorescence | Potency, µM (doses to about 57.1 µM), without a hit: at the top dose activity change, negative = inhibition, hits mostly inhibitors | 390,000 compounds, 0.23% hits; note: % is set by controls: 0 for no effect and ±100 for the full control effect; nearly all actives have a fitted effect of over 60% in size; inactives centre near -12
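High-throughput fluorogenic screen: 1nM USP1/UAF1 complex, Ub-Rho substrate 150nM final, 50mM HEPES pH 7.8 with 0.5mM EDTA, 0.1 mg/ml BSA, 1mM TCEP and 0.01% Tween-20.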
mIDH1 inhibitor: qHTS for Inhibitors of mutant isocitrate dehydrogenase 1 (IDH1): qHTS | Potency, µM (highest dose often 76.6 µM), without a hit: at the highest dose activity change, negative = inhibition, hits mostly inhibitors | 390,000 compounds, 0.093% hits | IDH1-R132H enzyme, NADPH consumption, diaphorase/resazurin fluorescence | AID 602179, 2012; note: % is set by controls: 0 for no effect and ±100 for the full control effect; nearly all actives have a fitted effect of over 65% in size
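IDH1-R132H (0.5 ug/mL dispensed) in pH 7.5 Tris buffer was preincubated 30 min with compound, then given a substrate mix of 0.016 mM NADPH and 2 mM alpha-KG for 80 min at room temperature; remaining NADPH was read by diaphorase/resazurin fluorescence.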
RGS4 inh: Inhibitors of Regulator of G Protein Signaling (RGS) 4: qHTS; 390,000 compounds, 0.039% hits; Transcreener GDP fluorescence polarization, RGS4-accelerated GTP hydrolysis; Potency, µM (series often up to 114 µM), inactives show at the top dose activity change, negative = inhibition, most hits filed as inhibitors; Regulator of G-protein signaling 4 (Homo sapiens), P49798; note: % is set by controls: 0 for no effect and ±100 for the full control effect; nearly all actives have a fitted effect of over 75% in size; some results filed as inactive show a strong effect at the top dose
Target sequence (P49798 whole entry, looked up): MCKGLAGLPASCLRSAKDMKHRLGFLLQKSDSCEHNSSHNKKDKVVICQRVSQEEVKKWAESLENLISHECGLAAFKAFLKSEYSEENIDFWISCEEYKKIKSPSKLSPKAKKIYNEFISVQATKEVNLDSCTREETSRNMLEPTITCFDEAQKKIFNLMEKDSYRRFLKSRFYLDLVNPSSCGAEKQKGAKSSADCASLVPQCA
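MLSMR compounds (23 nl, pin-transferred) preincubated 10 min at room temperature with a 500nM (2x) first reagent, then RGS4 at 900nM (2x) plus Transcreener GDP mix added; fluorescence polarization (620/688 nm) read before and after 90 min at 30 °C.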
Active calls of the source: *; u = inconclusive; x = no result given; & = joins results of further samples; [ ] = remark or other dose. Calls come from the whole dose curve; as a rule, active = well fitted curve in the direction sought with a large enough effect; inconclusive = small, poorly fitted or top-dose-only effect, or another doubt; inactive = no such curve, though single readings can be large; an effect the other way counts as inactive or inconclusive. Potency is the fitted concentration of half-maximal effect. These rows are one share of the data; rates above refer to the full screens.

SMILES	TrxR1 inh	12-LOX inh	TrxR1 substrate	Vif-APOBEC3G blk	Vif-APOBEC3F blk	RXFP1 ag	USP1 inh	mIDH1 inhibitor	RGS4 inh
COc1ccc(N2C(=O)CSC23C(=O)N(Cc2cccc(F)c2)c2ccccc23)cc1Cl (stereo not given)	18%	0%	-5%	-1%	2%	0.7%	u	-7%	4%
CCCOc1ccc(C(=O)CCC(=O)NNC(=O)c2cccs2)cc1	6%	0%	0%	0%	0%	1.8%	-19%	6%	-23%
Cc1nn(C)cc1S(=O)(=O)N1CCN(Cc2ccccc2Cl)CC1	12%[57.1 µM]	-1%	9%	3%	-26%	-2.2%	-9%	-3%	-22%
Cc1ccc(N2CC(C(=O)Nc3nnc(C)s3)CC2=O)cc1 (stereo not given)	11%	10%	8%	-1%	0%	1.3%	-15%	1%	-2%
CCCNC(=O)C(Cc1cccc(OC)c1)NC(=O)c1ccc(C#N)cc1 (stereo not given)	1%[57.1 µM]	u	-1%[57.1 µM]	4%	0%	0.7%	-20%	-2%	10%
CC(=O)NC1=NC(=O)/C(=C/N2CCOCC2)S1	1%[57.1 µM]	3%	13%[57.1 µM]	3%	9%	0.9%	-17%	8%	-39%
CCc1ccccc1OCC(=O)Nc1ccc2c(c1)OCCO2	9%	-8%	-6%	6%	4%	-2.7%	-15%	-2%	-10%
COc1ccccc1-c1nc(SC)n[nH]1	-5%	3%	-3%	-2%	2%	-0.1%	-18%	11%	-10%
Cc1cccc(OCC(=O)Nc2ccc3c(c2)C(=O)NC3=O)c1	15%	-3%	-8%	1%	8%	0.2%	-13%	8%	-4%
O=C(Cn1cc(S(=O)(=O)Cc2ccccc2Cl)c2ccccc21)Nc1cccc(C(F)(F)F)c1	16%	u	-3%	-6%	-26%	3.7%	u	-11%	12%
CCc1nc2ccc(C(=O)N3CCN(c4ccc(Cl)cc4)CC3)cc2nc1CC	16%&18%[57.1 µM]	8%&-16%	0%&5%[57.1 µM]	5%&-6%	3%&-2%	3.0%&-1.4%	-23%&-11%	-9%&-3%	-15%[56.9 µM]
O=C(CSc1nc2c(c(=O)n1-c1ccccc1)SCC2)N1CCOCC1	10%[57.1 µM]	19%	5%[57.1 µM]	0%	0%	5.8%	u	3%	-16%
Clc1ccc2c(c1)-n1cc(-c3ccccc3)nc1CO2	5%	0%	-8%	-2%	1%	-1.5%	-23%	13%	17%
O=C(COC(=O)c1ccc(O)cc1O)NCCN1C(=O)CSC1=O	12%	14%	-5%	5%	-19%	-3.5%	4%	1%	21%
O=C(Cn1c(=O)oc2ccccc21)N(Cc1ccccc1)C1CCS(=O)(=O)C1 (stereo not given)	19%	u	8%	1%	-3%	0.0%	-7%	3%	-32%[11.4 µM]

4 compounds from above, ordered by formula weight, smallest number first:
SMILES	TrxR1 inh	12-LOX inh	TrxR1 substrate	Vif-APOBEC3G blk	Vif-APOBEC3F blk	RXFP1 ag	USP1 inh	mIDH1 inhibitor	RGS4 inh
CC(=O)NC1=NC(=O)/C(=C/N2CCOCC2)S1	1%[57.1 µM]	3%	13%[57.1 µM]	3%	9%	0.9%	-17%	8%	-39%
Clc1ccc2c(c1)-n1cc(-c3ccccc3)nc1CO2	5%	0%	-8%	-2%	1%	-1.5%	-23%	13%	17%
Cc1cccc(OCC(=O)Nc2ccc3c(c2)C(=O)NC3=O)c1	15%	-3%	-8%	1%	8%	0.2%	-13%	8%	-4%
CCCNC(=O)C(Cc1cccc(OC)c1)NC(=O)c1ccc(C#N)cc1 (stereo not given)	1%[57.1 µM]	u	-1%[57.1 µM]	4%	0%	0.7%	-20%	-2%	10%

Carrying on.
SMILES	TrxR1 inh	12-LOX inh	TrxR1 substrate	Vif-APOBEC3G blk	Vif-APOBEC3F blk	RXFP1 ag	USP1 inh	mIDH1 inhibitor	RGS4 inh
CNC(=O)C1CCC(Cn2c(=O)c3sccc3n(CC(=O)N3CCCC3)c2=O)CC1 (stereo not given)	6%[57.1 µM]	-18%	1%[57.1 µM]	2%	0%	0.2%	-4%	2%	-3%
COc1cccc(C(=O)NCC2OCCc3ccccc32)c1 (stereo not given)	17%	-18%	-4%	2%	2%	0.2%	-23%	0%	20%
Cc1cccc(OCCCC(=O)Nc2ccc(N3CCCCC3)cc2)c1C	-1%[57.1 µM]	-21%	10%[57.1 µM]	0%	0%	1.9%	-12%	2%	14%
O=C1/C(=C\c2cccc(O)c2)SC(=S)N1Cc1ccccc1	9%	u	-2%	-14%	-15%	-0.6%	-14%	-5%	6%
COc1ccc(C(C)=O)cc1COC(=O)c1cc2ccccc2cc1O	11%	5%	3%	1%	-10%	1.9%	-4%	15%	-23%
CC(C)NC(=S)N1CCN(S(C)(=O)=O)CC1	-18%	2%	-15%	2%	0%	-0.9%	-4%	-8%	13%
O=C(Nc1ccon1)c1ccc(S(=O)(=O)N2CCOCC2)cc1	-16%	-4%	-16%	-4%	-1%	2.6%	2%	1%	-1%[56.9 µM]
CCO[C@@H]1OC(C(=O)NC2CC2)=C[C@H](c2ccc(C(F)(F)F)cc2)[C@H]1CCCO	-5%	-11%	-5%	-2%	-3%	-2.8%	-11%	2%	22%
COCC(C)N1CCC(n2nccc2NC(=O)c2ccccc2Cl)CC1 (stereo not given)	18%	2%	4%	0%	-11%	x	-6%	10%	9%
COc1ccc(CNC(=O)CN2C(=O)COc3ccc(S(=O)(=O)N4CCCCC4)cc32)cc1	22%[57.1 µM]	-10%&0%	3%[57.1 µM]	1%&-3%	-1%&0%	-2.1%&1.7%	-2%&0%	18%&-14%	10%[56.9 µM]
CC(=O)Nc1ccc(NC(=O)Cn2cnc(S(=O)(=O)N3CCOCC3)c2)cc1	17%	3%	3%	-2%	-5%	3.0%	-20%	6%	-19%[56.9 µM]
[O-][N+](=Cc1ccccc1)c1ccc(Cl)cc1	-5%[11.4 µM]	3%	0%[11.4 µM]	0%	11%	x	-1%	1%	u
CCOc1cc2c(C#N)c(N3CCOCC3)nc(N)c2c(N)n1	-20%	449%[activator]	151%[activator]	-1%	-7%	13%	2%	6%	3%
Nc1nnc(-c2ccccc2Cl)s1	4%[57.1 µM]	u	15%[57.1 µM]	-5%	0%	1.9%	1%	2%	-29%
O=C(NC(=S)N1CCCc2ccccc21)c1ccc([N+](=O)[O-])cc1	-8%	8%	-4%	1%	0%	-0.2%	3%	2%	-32%
O=C(Nc1ccc2oc(-c3cccnc3)nc2c1)c1cccnc1	20%	50%[activator]	13%	-9%	2%	-13%	-23%	-1%	8%
Cc1csc(NC(=O)C2CC(=O)N(c3ccc(C)c(C)c3)C2)n1 (stereo not given)	10%	1%	-2%	2%	-23%	-0.1%	-5%	-3%	6%
O=C(CS(=O)(=O)c1ccccc1Cl)N1CCOCC1	4%	27%	-2%	1%	2%	2.9%	-19%	0%	-23%
Cc1ccc(CNC(=O)CSCc2nc(-c3ccc(Cl)cc3)oc2C)cc1	4%	-2%	30%	4%	2%	1.1%	15%	-2%	-10%
Cc1nc2ccc(S(=O)(=O)N(CC(=O)Nc3ccc(Cl)cc3)Cc3ccccc3)cc2s1	6%[57.1 µM]	3%	-3%[57.1 µM]	1%	-8%	2.5%	-2%	-15%	-2%
COC(=O)c1sccc1NC(=O)COc1ccc(Cl)cc1	1%	-9%	-3%	3%	2%	2.1%	-14%	-1%	7%
O=C(/C=C/c1ccccc1)Nc1cccc(C(=O)NC2CC2)c1	15%	-2%	4%	-1%	4%	x	-12%	4%[38.3 µM]	-5%
CC(c1nc2ccccc2c(=O)[nH]1)N1CCOCC1 (stereo not given)	-5%[57.1 µM]	-1%	-4%[57.1 µM]	-1%	3%	0.8%	-7%	-18%	22%
Cc1cccc(N2CC(C)Cn3c2nc2c3c(=O)n(CC(=O)OCc3ccccc3)c(=O)n2C)c1 (stereo not given)	27%	0%	14%	-3%	x	1.0%	-12%	-2%	36%
O=C(C1=NN[C@@H]2C(=O)N(c3ccccc3C(F)(F)F)C(=O)[C@H]12)C(c1ccccc1)c1ccccc1	-9%	-18%	-19%	0%	3%	0.4%	-6%	1%	-13%
NS(=O)(=O)c1ccc(NC(=O)c2cccc(N3C(=O)c4ccccc4C3=O)c2)cc1	-9%	-16%	-6%	-6%	-7%	2.0%	-6%	-1%	-45%
CSc1nc(N)c2c(n1)OC(N)=C(C#N)C2c1cccnc1 (stereo not given)	-20%	-4%	-6%	0%	-7%	0.5%	-7%	-19%	6%
CSc1nn2cc(CCN3CCOCC3)c(-c3ccc(F)cc3)nc2c1C#N	35%[57.1 µM]	-4%	-4%[57.1 µM]	0%	u	1.9%	-15%	4%	-5%
COc1ccc(CNC(=O)COC(=O)CCOc2ccc(C)cc2)cc1	-14%	u	-15%	-1%	1%	-1.3%	0%	5%	18%
